# ST2 IL33 inh – IL1RL1 inhibition; inhibition, % for hits at 17 µM; Q01638; AlphaLISA ST2-Fc/biotin-IL-33 interaction, 1 h; AID 1259354; 78,000 compounds, 2.3% hits; in the data active = inhibition above about 30%; inconclusive = mostly about 10% to 28%
# Target sequence (Q01638 whole entry, looked up): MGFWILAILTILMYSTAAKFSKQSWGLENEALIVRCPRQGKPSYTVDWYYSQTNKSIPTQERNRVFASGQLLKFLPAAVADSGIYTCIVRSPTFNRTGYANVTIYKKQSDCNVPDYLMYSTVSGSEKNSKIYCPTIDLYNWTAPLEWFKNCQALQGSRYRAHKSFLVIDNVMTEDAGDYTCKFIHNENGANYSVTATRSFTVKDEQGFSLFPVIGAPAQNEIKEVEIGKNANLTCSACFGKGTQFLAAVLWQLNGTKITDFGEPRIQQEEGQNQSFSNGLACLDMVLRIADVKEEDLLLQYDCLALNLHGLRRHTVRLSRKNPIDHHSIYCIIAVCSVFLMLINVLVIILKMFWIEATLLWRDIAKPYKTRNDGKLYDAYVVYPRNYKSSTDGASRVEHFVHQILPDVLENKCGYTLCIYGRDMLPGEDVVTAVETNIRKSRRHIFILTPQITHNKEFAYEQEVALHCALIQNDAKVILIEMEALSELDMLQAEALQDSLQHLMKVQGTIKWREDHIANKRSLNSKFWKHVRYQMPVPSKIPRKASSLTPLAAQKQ
# Starred values were filed as active, the others as inactive; i = inactive; ? = inconclusive. Not all compounds are listed; the hit share may differ from the screen's.
Compound	ST2 IL33 inh
COc1cccc(C(C)NC(=O)c2cc(C)on2)c1 (stereo unspecified)	?
O=C(O)c1ccc(O)c(C=Nc2ccc3oc(-c4cccc(Cl)c4)nc3c2)c1	i
COc1cccc(C2C3=C(CC(C)(C)CC3=O)Nc3nc(SCc4ccccc4)[nH]c(=O)c32)c1 (stereo unspecified)	i
COc1ccc2cc(-c3nc4ccccc4[nH]3)c(=Nc3ccc(C(N)=O)cc3)oc2c1	35.0%*
CCc1ncc(C(=O)N2CCOc3c(O)cc(-c4cccnc4)cc3C2)cn1	i
Cc1c(C(=O)O)sc2ncn(Cc3cccc(F)c3)c(=O)c12	i
O=C(NCc1noc(Cc2cccs2)n1)c1cnc2ccccn12	i
Cc1cccc(CN2CCCC3(CCN(Cc4cnn(C(C)C)c4)C3)C2)c1 (stereo unspecified)	i

# Continued:
Compound	ST2 IL33 inh
CC1=C(C(=O)N2CCCCC2)C(c2cccc(Cl)c2)n2c(nc3ccccc32)N1 (stereo unspecified)	i
CCCN(CCC)C(=O)c1ccc(OC)cc1	i
COc1ccccc1NC(=O)c1c(C)c(-c2ccccc2)nc2ccccc12	i
Cc1cc(N2CCN(C)CC2)nc2ccc(NC(=O)c3cccc(C(F)(F)F)c3)cc12	i
Cc1cc(C)n(CC(=O)N2CCC3(CN(C)C(=O)O3)C2)c(=O)n1 (stereo unspecified)	i
CC(C)c1ccc(NC(=O)c2cccc([N+](=O)[O-])c2)cc1	i
COc1cc([N+](=O)[O-])ccc1NC(=O)c1cnc2n(c1=O)CCS2	?
COc1cccc(OCC(O)CN2CC(C)CC(C)C2)c1 (stereo unspecified)	i

# (further entries)
Compound	ST2 IL33 inh
CCc1ccc(Cn2c(CNS(=O)(=O)c3cccs3)nc3cccnc32)cc1	i
COc1ccc(OC)c(C2CCN(CC(=O)O)C2)c1 (stereo unspecified)	i
O=C(NCc1cccs1)C1C2C=CC3(CN(Cc4cccs4)C(=O)C13)O2 (stereo unspecified)	i
CC(C)(C)c1ccc(Oc2c(C(F)(F)F)oc3cc(O)ccc3c2=O)cc1	?
COc1ccc(Nc2nc(-c3ccc(Cl)c(Cl)c3)cs2)cc1	?
CC(C)N(C)Cc1nnnn1CC(=O)N1CCC(N2CCSCC2)CC1	?
COc1ccccc1N1CCN([C@H]2CN(C(=O)CCC(C)C)C[C@@H]2O)CC1	i
COc1ccc(-n2nc3c(c2NC(=O)COc2ccc(Cl)cc2Cl)CSC3)cc1	i

# Continuation:
Compound	ST2 IL33 inh
COc1ccc(Cl)cc1S(=O)(=O)Nc1ccc(NC(C)=O)cc1	i
CC(NC(=O)c1ccccc1Br)C1CC2CCC1C2 (stereo unspecified)	i
Cc1ccc(C(=O)NC(Nc2ccccc2F)C(Cl)(Cl)Cl)cc1 (stereo unspecified)	i
N#Cc1cc[n+](CC(=O)c2cccc([N+](=O)[O-])c2)cc1	?
COc1ccccc1CC(=O)NCC1OCCc2ccccc21 (stereo unspecified)	i
COc1cccc(C2Nc3ccc(C(=O)c4ccccc4)cc3NC3=C2C(=O)CC(C)(C)C3)c1 (stereo unspecified)	?
CN1CCN(C(=O)c2cc(-c3cccc(Cl)c3)on2)CC1	i
Cc1ccc(NC2(C(=O)NCCCc3c(C)n[nH]c3C)CCCC2)cc1	i

# Further records
Compound	ST2 IL33 inh
COC(=O)c1sc2nc(-c3ccccc3)ccc2c1N	?
CC(=O)N1N=C(c2ccccc2)CC1c1ccc(Br)cc1 (stereo unspecified)	i
Cc1ccc(NC(=O)Cn2c(-c3ccccc3F)nc3ccccc3c2=O)cc1Cl	i
CCOC(=O)CCSc1nc(N2CCOCC2)c2c(c1C#N)CC(C)(C)OC2	i
CCOc1c(C)cc(S(=O)(=O)N2CCN(c3nc(C)cc(N(C)C)n3)CC2)cc1C	?
O=C(NCCCc1nnc2ccccn12)c1ccccc1N1CCCC1	i
Cc1nc2c3c(-c4ccccc4)nc(N4CCCC4)nc3nn2c(C)c1CCC(=O)O	i
O=C(c1nc(-c2ccncc2)no1)N1CCN(c2ccccn2)CC1	i

# (continued)
Compound	ST2 IL33 inh
COC(=O)c1cc(S(=O)(=O)Nc2ccccc2OC)c(Cl)cc1Cl	i
CC1CC2c3cccc(C(=O)O)c3C(=O)N2c2ccc(F)cc21 (stereo unspecified)	32.0%*
COc1ccccc1C1N(c2nccs2)C(=O)C2CCCN21 (stereo unspecified)	?
Oc1ccc(-c2csc(Nc3ncccn3)n2)c(O)c1	?
CSc1nc2c(c(=O)[nH]1)C(c1ccc(F)cc1)C1=C(CCCC1=O)N2 (stereo unspecified)	i
Cc1cc(C)c(CN2CCC3(CCNC(=O)CC3)CC2)c(C)c1	?
CCOC(=O)Oc1ccc2c(c1)oc(=O)c1ccccc12	i
CC(C)COc1ccc(C=Nc2ccc(S(=O)(=O)Nc3ccccn3)cc2)cc1	i

# Further compounds
Compound	ST2 IL33 inh
COc1ccccc1Cc1noc(/C=C/c2ccccc2Cl)n1	i
O=C(NC1CC1)c1cc(-c2ccc(Cl)c(Cl)c2)nc2ccccc12	i
O=C1C2CCCN2C(c2cccc(F)c2)N1c1ccc(Cl)c(Cl)c1 (stereo unspecified)	i
COc1ccc2[nH]cc(C(=O)c3ccc(F)cc3)c(=O)c2c1	i
CN(C)C(=O)c1nn(Cc2ccccc2)c2c1CN(Cc1nc3ccccc3n1C)CC2	i
CC1=C(C(N)=O)C(c2ccc(F)cc2)n2nc(SCc3ccccc3F)nc2N1 (stereo unspecified)	i
CCOc1ccc(S(=O)(=O)N2CCSC2c2ccc(OC)c([N+](=O)[O-])c2)cc1 (stereo unspecified)	i
Cn1ccnc1C(=O)C1CCCN(C(=O)c2cc(COc3ccc(F)c(F)c3)on2)C1 (stereo unspecified)	?

# Remaining list, next part.
Compound	ST2 IL33 inh
CC12CC(NC(=O)N1c1ccc(C(=O)NCCc3ccccc3)cc1)c1ccccc1O2 (stereo unspecified)	?
COc1cccc(CN2CCN(C(=O)c3cnn4c3CCCC4)CC2=O)c1	?
CCN(CC)c1ccc(C2C(C(=O)Nc3ccc(F)cc3)=C(C)NC3=C2C(=O)CC(C)(C)C3)cc1 (stereo unspecified)	i
COc1cc(O)c2c(c1)OC(c1ccc(O)cc1)CC2=O (stereo unspecified)	?
CCCS(=O)(=O)N1CCC(C(=O)NCCN2CCCCC2C)CC1 (stereo unspecified)	i
NC(=O)CSc1nc2c([nH]c3ccccc32)c(=O)n1-c1ccc(Cl)cc1	i
O=C1CSC(=O)N1CC(O)COc1ccc(OCC(O)CN2C(=O)CSC2=O)cc1 (stereo unspecified)	i
Cc1nn(C)c(Cl)c1CN(Cc1cccnc1)CC1CCN(C2CCCC2)CC1	i

# Going on with the list.
Compound	ST2 IL33 inh
COCc1nc(N2CCNC(c3ccccc3)C2)c2cnn(C)c2n1 (stereo unspecified)	i
Cn1c(=O)c2c(SCc3cccc(F)c3)nc(-c3ccco3)nc2n(C)c1=O	i
COc1ccc(CNC(=O)CCC2CCCN(C(=O)C3CCOCC3)C2)c(OC)c1 (stereo unspecified)	i
CCOc1ccc(C2C3=C(Nc4c2c(=O)n(C)c(=O)n4C)c2ccccc2C3=O)cc1 (stereo unspecified)	?
Cc1ccc(NC(=O)c2cccc(S(=O)(=O)Nc3cccc(C(=O)O)c3)c2)cc1	i
c1ccc(Sc2c(-c3ccccc3)nc3sccn23)cc1	i
CC1=CC[C@@H]2CN(C(=O)c3cc(C(C)C)on3)C[C@@H]2C1	i
CC(C)C(NCc1c(Cl)cccc1Cl)C(=O)O (stereo unspecified)	i

# New compounds follow
Compound	ST2 IL33 inh
CNC(=O)Cc1ccc(-c2ccc(-c3ccn[nH]3)cc2)cc1	i
CC(Cn1cccn1)C(=O)NCc1ccc2[nH]c3c(c2c1)CCCC3 (stereo unspecified)	i
Oc1c(C=Nc2ccccc2Br)[nH]c2ccc(Br)c(Cl)c12	?
Cc1cccc(CSC2=NCCN2C(=O)c2ccccc2)c1	i
Fc1ccc2nc(Nc3nnc(-c4ccco4)o3)sc2c1	i
CCC(CO)NS(=O)(=O)c1ccc([N+](=O)[O-])cc1 (stereo unspecified)	i
Cc1c(NC(=O)c2cc(-c3ccco3)on2)c(=O)n(-c2ccccc2)n1C	i
CCC1CCCCN1C(=O)CSc1nc2c(c(=O)n1-c1ccccc1)SCC2 (stereo unspecified)	?

# At a glance, some entries already given:
Compound	ST2 IL33 inh
CC(C)(C)c1ccc(Oc2c(C(F)(F)F)oc3cc(O)ccc3c2=O)cc1	?
COc1ccc(Nc2nc(-c3ccc(Cl)c(Cl)c3)cs2)cc1	?
CC(C)N(C)Cc1nnnn1CC(=O)N1CCC(N2CCSCC2)CC1	?
COc1ccccc1N1CCN([C@H]2CN(C(=O)CCC(C)C)C[C@@H]2O)CC1	i
COc1ccc(-n2nc3c(c2NC(=O)COc2ccc(Cl)cc2Cl)CSC3)cc1	i
COc1ccc(Cl)cc1S(=O)(=O)Nc1ccc(NC(C)=O)cc1	i

# Remaining list, next part.
Compound	ST2 IL33 inh
CS(=O)(=O)N(CC(=O)Nc1ccccc1C(N)=O)c1cccc(Cl)c1Cl	?
CCN(CC)Cc1cnc2c(C(=O)N3CCC3c3cccs3)cnn2c1 (stereo unspecified)	i
CCOC(=O)C1=C(C)Nc2nc(SC)nn2C1c1ccc(-c2ncc(-c3ccccc3)o2)cc1 (stereo unspecified)	i
Cc1nc2nc(SCC(=O)N3CCOCC3)nn2c(C)c1Cc1ccccc1Cl	?
O=C(c1cscn1)N1CCC2(CCCN(CCCc3ccccc3)C2)C1 (stereo unspecified)	i
CCCCC1=NN(C(=O)c2cccc(Br)c2)C(O)(C(F)(F)F)C1 (stereo unspecified)	i
CCC(=O)Nc1cccc(C(=O)NC(C)Cn2cccn2)c1 (stereo unspecified)	i
COc1cccc(Nc2cc(C)nc3ccc(Cl)cc23)c1	i

# The list goes on:
Compound	ST2 IL33 inh
CCc1ccc(N2C(=O)Nc3ccc(Br)cc3C2(O)C(=O)NCCCN(C)C)cc1 (stereo unspecified)	i
Cc1cccc(OCC(=O)Nc2ncn[nH]2)c1C	i
Cc1ccc2[nH]cc(-c3ccc(S(N)(=O)=O)s3)c2c1	?
Cc1cc(C)n2nc(C(=O)N3CCOC(CCCc4ccccc4)C3)cc2n1 (stereo unspecified)	?
COC(=O)c1ccc2c(c1)C(=O)N(c1cccc(C(=O)OCC(C)C)c1)C2=O	i
Cc1ccc(C(=O)N2CC[C@@H](c3ccc4ccccc4c3)[C@H](O)C2)c(=O)n1C	?
Cc1cc(CNC(=O)CN(C)C2CCS(=O)(=O)C2)c2[nH]c(C)c(C)c2c1 (stereo unspecified)	i
CCCCNC(=O)Oc1cccc(N2CCCC2=O)c1	i

# Fetched by compound from above:
Compound	ST2 IL33 inh
CCCCNC(=O)Oc1cccc(N2CCCC2=O)c1	i
Cc1cc(CNC(=O)CN(C)C2CCS(=O)(=O)C2)c2[nH]c(C)c(C)c2c1 (stereo unspecified)	i
COC(=O)c1ccc2c(c1)C(=O)N(c1cccc(C(=O)OCC(C)C)c1)C2=O	i
Cc1ccc(C(=O)N2CC[C@@H](c3ccc4ccccc4c3)[C@H](O)C2)c(=O)n1C	?
Cc1cccc(OCC(=O)Nc2ncn[nH]2)c1C	i
Cc1ccc2[nH]cc(-c3ccc(S(N)(=O)=O)s3)c2c1	?

# Continued.
Compound	ST2 IL33 inh
Cc1cc(OCC(=O)Nc2ccc(C(N)=O)cc2)cc(C)c1Br	i
CCCc1ccc(OCc2nnc(N)s2)cc1	i
CCc1ccc2nc(N3CCC(C(=O)NC(C)CC)CC3)sc2c1 (stereo unspecified)	i
CCCOC(=O)C1=C(C)NC2=C(C(=O)CC(C)(C)C2)C1c1ccc(OC)c(OC)c1OC (stereo unspecified)	i
OCC1(CCc2ccccc2)CCCN(Cc2cccn2-c2cccnc2)C1 (stereo unspecified)	i
CCc1cc(-c2ccc(C(=O)N(C)C)cc2)nc(N2CCCC2)n1	i
COc1ccc(Cl)cc1S(=O)(=O)N1CCCCCC1	i
O[C@@H]1C[C@@H](c2nc(-c3ccccn3)no2)N(Cc2cccc(OC(F)(F)F)c2)C1	i

# The list goes on.
Compound	ST2 IL33 inh
Cc1cnc(NC(C)CCn2cccn2)nc1N(C)C (stereo unspecified)	i
Cc1nnnn1CCCN1CCOC(c2ccc(Cl)c(Cl)c2)C1 (stereo unspecified)	i
CCSc1nnc(-c2ccccc2Cl)o1	i
O=C(O)CCn1c(Cc2ccccc2)n[nH]c1=O	i
Cc1cccc(N=C2c3ccccc3-c3ncccc32)c1	41.0%*
COc1ccc([N+](=O)[O-])cc1NC(=O)C1(S(=O)(=O)c2ccc(Cl)cc2)CC1	?
CC(=O)c1cccc(NS(=O)(=O)c2c(C)n[nH]c2C)c1	i
COc1cc(C2Nc3ccccc3NC3=C2C(=O)CC(c2cccs2)C3)cc([N+](=O)[O-])c1O (stereo unspecified)	?

# Next part
Compound	ST2 IL33 inh
C=CCNC(=O)/C(=C/c1ccc2c(c1)OCO2)NC(=O)c1ccc(Br)cc1	?
CC(C)C12C[C@@H]3C[C@@H](CC(C(=O)NN)(C3)C1)C2	i
COc1cc(/C=C2\SC(=O)N(CC(=O)Nc3ccc(C)cc3C)C2=O)cc(OC)c1OC	?
COC(=O)c1ccc(C2SCC(=O)N2Cc2ccccc2)cc1 (stereo unspecified)	?
COc1ccc(C(=O)N2c3ccc(F)cc3CCC2C)cc1OC (stereo unspecified)	i
Cc1ccccc1CCC1CCCN(C(=O)c2nc3ncccn3n2)C1 (stereo unspecified)	i
Cc1csc(=Nc2ccccc2)n1CC(=O)c1ccc(Cl)cc1	36.0%*
CSc1ccccc1N1C(=O)CN(Cc2cccn2-c2ccccn2)CC1C (stereo unspecified)	i

# Later entries
Compound	ST2 IL33 inh
O=C(CCN1CCCC1)Nc1cccc(Cl)c1	i
CC1=C/C(=N/OC(=O)c2cccc(Cl)c2)C=CC1=O	i
Cc1ccc2c3c(c(N)c(=O)[nH]c13)-c1ccccc1C2=O	51.0%*
Cc1nnc(SCC(=O)n2c(C)c(C)c3ccccc32)s1	i
Cc1cccc(CN(C(=O)CCNS(C)(=O)=O)C(C)C)c1	i
CCC1CN(CCNC(=O)c2cccnc2OC)Cc2cc(OC)ccc2O1 (stereo unspecified)	?
O=C(c1noc2c1CCCC2)N1CCN(Cc2ccccc2)CC1	?
COc1ccc(CC2CN(CCC(=O)O)CCO2)cc1 (stereo unspecified)	i

# From PubChem BioAssay
